M17LAP inhibition = P. falciparum M17LAP inhibitors, primary screen, biochemical, fluorogenic H-Leu-NHMec substrate, 1536-well (AID 1619). recombinant M17LAP, H-Leu-NHMec fluorogenic kinetic assay; higher % means a stronger effect. inhibition, % at 30 µM; hits with a dose series show IC50 in µM. actives 0.38% (n = 220,000);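 active means compound inhibiting the enzyme by more than half at any dose during confirmatory dose-response retesting; inconclusive means strong single-dose inhibitors picked by rank but not retested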;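 further: plate controls were full reaction with DMSO carrier for no effect and no enzyme background for full effect; strong numbers were not always called active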
human PMI inhibitors = human PMI inhibitors, high substrate, primary screen, biochemical, fluorescence intensity, high mannose 6-phosphate (AID 1220); recombinant PMI enzyme, coupled fluorescence intensity; higher % means a stronger effect; actives 0.66% (n = 190,000); inhibition, % at 20 µM; hits with a dose series show IC50 in µM
M1AAP inhibition = malaria alanyl aminopeptidase activity blockers – biochemical, fluorogenic H-Leu-NHMec substrate, 1536-well (AID 1445). actives 0.42% (n = 220,000). recombinant M1AAP, H-Leu-NHMec fluorogenic kinetic assay; higher % means a stronger effect. one-dose inhibition, % at 30 µM; IC50 in µM for titrated hits;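 active means primary inhibition above the hit cutoff, then over 50% inhibition at one or more dose response concentrations, cut at about 23% in these data, passing the limit was not always enough; inconclusive means conflicting primary data, or primary hits not chosen for dose response; inactive means low primary inhibition, or under 50% at every dose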;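 further: plate controls were DMSO full reaction for no effect and no enzyme background for full effect; strong numbers were not always called active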
TNAP activation fold = human TNAP enzyme activators, primary screen, biochemical, luminescent, no phosphate acceptor, uHTS (AID 1001); actives 0.03% (n = 200,000); activation fold at 20 µM; hits with a dose series show EC50 in µM; purified TNAP, luminescent activation assay, no phosphate acceptor; higher activation fold means a stronger effect; in the data active means activation fold from about 3, or a potency from the dose series; inactive means the rest, 99 in 100 with activation fold below about 1.6; further: many of its hits are not listed in these tables
T cell modulator = modulates CD8 T cell binding to vesicles | actives 0.068% (n = 330,000) | calls only at 7 µM | AID 2052 | 2C CD8+ T cell-vesicle binding, flow cytometry; active compounds read low;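 active means response, share of CD8 T cells binding vesicles, and their 90th percentile fluorescence all below set limits, cut at about 80% in these data, passing the limit was not always enough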
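Test system: purified 2C TCR transgenic mouse naive CD8+ T cells. Probe or stimulus: QL9-peptide-loaded Drosophila micro-vesicles bearing Ld, ICAM-1 and B7-1. Incubation: binding step 1.5 h, 37 °C, antibody labelling 20 min, ice. Measured by: flow cytometry of vesicle-bound cells.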
RSV CPE inhibition = RSV antiviral activity via CPE protection, HEp-2 cells, primary 10 µM value included (AID 2391) | actives 0.13% (n = 310,000) | CPE inhibition, % at 10 µM, or IC50 in µM where a hit was titrated | HEp-2 cells, RSV-induced CPE inhibition; higher % means a stronger effect; in the data active means a potency from the dose series; inconclusive means CPE inhibition mostly from about 23% at the one dose, without a potency; inactive means the rest, 99 in 100 with CPE inhibition below about 21%; further: strong numbers were not always called active
K1F lysis inhibition = protection from phage-mediated lysis, alamar blue read-out – E. coli UTI89, K1F phage, bacterial capsule biogenesis inhibitors (AID 488966). E. coli UTI89 K1F phage lysis, alamar blue, 2 h; higher % means a stronger effect. actives 0.02% (n = 340,000). inhibition, % at 100 µM, or IC50 in µM where a hit was titrated;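 active means phage lysis inhibition, versus mean bacterial control, above a set limit; inconclusive means no clear call, values can overlap the other calls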;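 further: capsule biogenesis inhibitors block K1F phage lysis so surviving cells raise fluorescence; higher fluorescence means more inhibition of phage lysis; actives were called in the ten point dose series up to 300 µM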
West Nile antiviral = West Nile virus antiviral activity, cell-based, CPE readout (AID 1621); actives 0.02% (n = 290,000); West Nile virus-infected cells, CPE inhibition; higher % means a stronger effect; CPE inhibition, % at 10 µM, or IC50 in µM where a hit was titrated; in the data active means a potency from the dose series; inconclusive means CPE inhibition mostly from about 3.7% at the one dose, without a potency; inactive means the rest, 99 in 100 with CPE inhibition below about 2.2%; further: strong numbers were not always called active
PMI inhibitors = MPI enzyme activity inhibition – biochemical, fluorescence intensity, coupled assay, primary screen (AID 1209); one-dose inhibition, % at 20 µM; IC50 in µM for titrated hits; actives 0.42% (n = 190,000); purified PMI enzyme, coupled fluorescence intensity; higher % means a stronger effect;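 further: plate controls were DMSO vehicle for no effect and wells lacking substrate for full effect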
T cell modulator vesicle-bound % = further read-out of T cell modulator, marked with its call; double positive events, %; measured here: CD8+ vesicle-bound cell fraction;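 binding gate set so that unloaded-vesicle control wells show 10% double positive cells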
An asterisk follows results filed as active; i = inactive; ? = inconclusive; . = no result given; [ ] = remark or other dose. Unless noted, no stated cut-off is given here; in the data, active means inhibition above about 50%; inactive means the rest.

SMILES	M17LAP inhibition	human PMI inhibitors	M1AAP inhibition	TNAP activation fold	T cell modulator	T cell modulator vesicle-bound %	RSV CPE inhibition	K1F lysis inhibition	West Nile antiviral	PMI inhibitors
CCOC(=O)c1c(C)[nH]c(C2=NNC(=Nc3ccccc3OC)SC2)c1C	-6%	12%	7%	1.3	i	7	?	0.4%[50 µM]	-0.9%	17%
COC(=O)C1=C(Nc2ccccc2NC(=O)CCCC(=O)O)CSC1	8%	.	-7%	.	i	15	1.6%	.	0.4%	.
CCc1c(C)nc(SC)n(CC#N)c1=O	-7%	7%	-1%	1.2	i	55	3.6%	-1.8%	1.6%	6%
O=C(Nc1ccccc1)Nc1cccc(NC(=O)Nc2ccccc2)c1F	.	.	.	.	i	34	2.7%	0.2%	-0.3%	.
O=C(CCn1c(=O)sc2ccccc21)NCc1cccs1	5%	0%	-2%	1	i	35	-0.4%	-0.8%	-0.7%	-3%
COC(=O)c1sc(-c2ccc(C(C)(C)C)cc2)cc1NC(=O)COCC(=O)O	13%	.	10%	.	i	34	.	.	0.4%	.
CCOc1ccc(-c2c(C(=O)N/N=C/C3CC=CCC3)nnn2-c2nonc2N)cc1 (stereo not drawn)	.	.	.	.	i	9	0.3%	0.1%	1.6%	.
Nc1c(C(=O)NCc2ccco2)sc2nc3c(cc12)C(=O)CCC3	26%	-16%	9%	1	i	29	-0.1%	5.7%	1.9%	0%
CCOC(=O)c1c(NC(=O)Nc2cccc(Cl)c2)sc(C)c1C	-10%	-3%	7%	1.1	i	55	1.8%	0.6%	-1.4%	-4%
CCOc1ccc(C(=O)NCc2ccco2)cc1OCC	.	.	.	.	i	61	-0.2%	1.0%	-0.1%	.
CCCCn1c(CN2CCN(c3ccccc3)CC2)nc2c1c(=O)n(C)c(=O)n2C	-2%	15%	10%	1	i	29	1.2%	4.0%	-0.4%	15%
Cc1ccc(N(C(=O)C2CCCO2)C2C=CS(=O)(=O)C2)cc1Cl (stereo not drawn)	1%	0%	1%	1.1	i	46	0.2%	0.7%	-0.7%	0%
CCn1c(SCC(=O)Nc2ccc3c(c2)c2ccccc2n3CC)nnc1-c1cnccn1	62%	-15%	1%	1	i	7	12%	-0.4%	0.6%	6%
Cc1ccc(S(=O)(=O)Nc2ccnc(-c3cccnc3)n2)cc1	-3%	-8%	2%	1.1	i	64	0.0%	-0.2%	0.5%	-22%
O=C(Nc1ccc([N+](=O)[O-])cc1)Nc1ccon1	.	.	.	.	i	12	-0.2%	-0.1%	?	.
CCN(c1ccccc1)S(=O)(=O)c1cc2c3c(c1)C(C)C(=O)N3CCC2 (stereo not drawn)	.	.	.	.	i	41	2.3%	0.9%	-0.3%	.
O=C(CSc1ccc([N+](=O)[O-])cc1)Nc1cccc(S(=O)(=O)Nc2ccccc2F)c1	1%	43%	8%	1.2	i	60	2.9%	-0.1%	0.2%	62%*
COc1ccc(Cc2c(O)nc(SCC(=O)c3ccc(OC)cc3)[nH]c2=O)cc1	5%	2%	1%	1.2	i	43	2.1%	-0.9%	-0.2%	-6%
O=C(Nc1ccccc1C(=O)O)c1cccc(NC(=O)c2ccco2)c1	.	.	.	.	i	46	0.3%	2.5%	-0.1%	.
CCOC(=O)NC1(C(F)(F)F)N=C(c2ccccc2)NC1=O (stereo not drawn)	-3%	2%	2%	1.1	i	13	0.7%	-0.1%	0.4%	5%
Cc1ccc(NC(=O)Cn2c(CCC(=O)O)ccc2-c2cccs2)cc1	23%	-5%	5%	1.1	i	24	-1.1%	-0.6%	0.8%	2%
Cc1ccc(N2CCN(/N=C/c3c(C)nn(-c4ccccc4)c3Cl)CC2)cc1	0%	11%	4%	1.1	i	56	2.5%	-0.1%	0.0%	2%
Cc1[nH]nc2oc(=O)c(CCO)c(C)c12	3%	-4%	0%	1.1	i	5	2.0%	-0.1%	0.4%	0%
COc1ccc(NCc2nnc(SCC(=O)Nc3cccc(C)c3)o2)cc1	13%	17%	13%	1.2	i	19	1.5%	0.1%	-0.1%	-10%
C=CCNC(=S)Nc1ccccc1-c1nnc2n1CCCCC2	.	.	.	.	i	44	0.4%	-0.3%	0.5%	.
(further entries)
SMILES	M17LAP inhibition	human PMI inhibitors	M1AAP inhibition	TNAP activation fold	T cell modulator	T cell modulator vesicle-bound %	RSV CPE inhibition	K1F lysis inhibition	West Nile antiviral	PMI inhibitors
CC(=O)N[C@H]1[C@H]([C@H](O)[C@H](O)CO)OC(C(=O)O)=C[C@@H]1O	.	.	.	.	i	23	0.3%	2.3%	0.6%	.
O=C(Nc1ncc(S(=O)(=O)c2ccc([N+](=O)[O-])cc2)s1)c1ccccc1F	-1%	.	-1%	.	i	14	0.6%	0.1%	-0.3%	.
COc1ccc(NC(=O)c2ccc(Cn3cc(Cl)cn3)cc2)cc1	15%	.	1%	1.1	i	4	0.7%	0.3%	0.0%	.
CCCOC(=O)Nc1nc(-c2ccc(C)cc2)c(C)s1	-18%	-3%	0%	1.1	i	21	17%	0.1%	-0.7%	-1%
CN1CCN(C(=O)/C=C/c2ccccc2)CC1	.	.	.	.	i	58	1.1%	0.0%	-0.8%	.
CCCN(CCC)C(=O)c1ccc2c(c1)N(CC)C(=O)c1ccccc1S2(=O)=O	.	.	.	.	i	53	0.0%	1.0%	-0.1%	.
CCn1c(Cc2ccc(OC)cc2)nnc1SCC(=O)Nc1nc2ccccc2s1	0%	8%	-3%	1.1	i	54	2.8%	4.6%	-0.4%	7%
Cc1ccccc1Cn1nc(C)c(NC(=O)c2noc3c2CC(C(C)(C)C)CC3)c1C (stereo not drawn)	-3%	17%	-2%	1	i	14	4.9%	8.6%	-0.8%	25%
COc1ccc(CCNC(=O)CN2CCCc3ccccc32)cc1OC	-13%	-6%	1%	0.9	i	39	1.2%	0.1%	-0.4%	-4%
CC1CN(C(=O)Cc2ccc(-c3ccccc3)cc2)CC(C)O1 (stereo not drawn)	-3%	14%	0%	1.1	i	11	-0.2%	0.6%	-0.3%	18%
O=C(NCCCn1ccnc1)c1cccc(Cl)c1	.	.	.	.	i	39	1.6%	0.2%	0.9%	.
O=C(CCc1ccccc1)c1ccc2c(c1)OCCCO2	-1%	-2%	2%	1.1	i	28	0.2%	0.8%	0.3%	-2%
CCOc1ccc(C(=O)NC(=S)Nc2cccc(NC(=O)c3ccco3)c2)cc1[N+](=O)[O-]	2%	9%	12%	1.1	i	40	3.8%	7.4%	-0.3%	23%
CCCCc1cc(=O)oc2cc(OCC(=O)N(CC)CC)c(Cl)cc12	36%	5%	7%	1	i	33	4.7%	0.2%	-0.6%	3%
O=C1C2C3C=CC(C3)C2C(=O)N1c1cccnc1 (stereo not drawn)	0%	1%	4%	1.1	i	25	1.8%	3.4%	-0.1%	3%
CCOC(=O)N1CCN(C(=O)/C(=C/c2cccs2)NC(=O)c2cccs2)CC1	17%	-6%	7%	1	i	48	-0.6%	1.6%	0.0%	-4%
COc1cnc(SCC(=O)O)[nH]c1=O	5%	2%	1%	1.1	i	45	2.6%	4.9%	0.6%	1%
COc1cc(C=C2C(=O)c3ccccc3C2=O)cc(OC)c1OC	-3%	-23%	-13%	1	i	36	1.6%	-0.3%	0.1%	-18%
O=C(Cc1ccccc1)NC(=S)Nc1cccc(C(F)(F)F)c1	11%	14%	6%	1	i	11	19%	0.2%	0.2%	17%
Cc1ccc(C(=O)N(C)CC(=O)Nc2cccc(C)c2C)o1	.	.	.	.	i	36	0.9%	0.0%	-0.3%	.
O=C(NCCO)c1ccc2[nH]c3ccccc3c2c1	-1%	0%	4%	1.1	i	22	2.8%	0.0%	0.0%	2%
Cc1ccc(C(C)C)cc1OCCOCCN1CCCC1	13%	-7%	12%	1.3	i	48	-1.1%	3.7%	-0.4%	-5%
Cc1cc(=O)n2nc(-c3ccccc3)sc2n1	8%	13%	6%	1.1	i	23	1.0%	0.3%	-0.3%	11%
O=C(NC1CCCC1)C1c2ccccc2C(=O)N1CCCN1CCOCC1 (stereo not drawn)	11%	-2%	1%	1.1	i	45	1.8%	-0.4%	.	2%
Cc1cc(=O)[nH]c(N/N=C/c2ccccc2C(F)(F)F)n1	-9%	8%	2%	1	i	27	-0.7%	0.0%	-0.9%	4%

Gathered by group, those above with a CF3 group
SMILES	M17LAP inhibition	human PMI inhibitors	M1AAP inhibition	TNAP activation fold	T cell modulator	T cell modulator vesicle-bound %	RSV CPE inhibition	K1F lysis inhibition	West Nile antiviral	PMI inhibitors
CCOC(=O)NC1(C(F)(F)F)N=C(c2ccccc2)NC1=O (stereo not drawn)	-3%	2%	2%	1.1	i	13	0.7%	-0.1%	0.4%	5%
O=C(Cc1ccccc1)NC(=S)Nc1cccc(C(F)(F)F)c1	11%	14%	6%	1	i	11	19%	0.2%	0.2%	17%
Cc1cc(=O)[nH]c(N/N=C/c2ccccc2C(F)(F)F)n1	-9%	8%	2%	1	i	27	-0.7%	0.0%	-0.9%	4%

Additional results:
SMILES	M17LAP inhibition	human PMI inhibitors	M1AAP inhibition	TNAP activation fold	T cell modulator	T cell modulator vesicle-bound %	RSV CPE inhibition	K1F lysis inhibition	West Nile antiviral	PMI inhibitors
CC(C)[C@H]1COCCS(=O)(=O)N1Cc1ccccc1	.	.	.	.	i	16	-0.8%	-0.2%	-0.1%	.
NC(=O)c1sc2cc(C(F)(F)F)cnc2c1-c1ccccc1	6%	3%	15%	1.1	i	59	-1.7%	0.7%	0.0%	10%
COC(=O)NC(NC(=S)Nc1cccc(C)c1)C(Cl)(Cl)Cl (stereo not drawn)	.	-2%	.	1.1	i	45	1.2%	-3.0%	-1.1%	5%
CCOc1ccc(N(CC(=O)NCc2ccc(C)cc2)S(=O)(=O)c2c(C)[nH]c(=O)[nH]c2=O)cc1	.	.	.	.	i	44	0.9%	0.0%	-0.2%	.
COc1ccc(OC)c(-n2c(=S)[nH]c3cc(C(=O)N4CCN(c5ccccc5)CC4)ccc3c2=O)c1	1%	11%	-1%	1.1	i	63	2.0%	0.1%	-0.3%	4%
CCC(C)NC(=O)CC(c1ccccc1)c1cc(C)ccc1O (stereo not drawn)	-3%	2%	0%	1.1	i	59	-0.7%	1.3%	-0.7%	1%
CCc1ccc(N2CC(C(=O)Nc3ccc(C)c(S(=O)(=O)N4CCOCC4)c3)CC2=O)cc1 (stereo not drawn)	8%	-2%	9%	1	i	47	?	-0.1%	-0.6%	2%
Cc1cc(OCCN2CCCC2)ccc1C(C)C	0%	-8%	15%	1.1	i	34	-1.0%	0.6%	-0.2%	-1%
CCCNCC1C(Oc2ccc(Cl)cc2Cl)C(=O)N1c1cccc(C)c1C (stereo not drawn)	7%	1%	0%	1.2	i	44	2.1%	-0.2%	-1.7%	-8%
